Screening data deposited in PubChem BioAssay by The Scripps Research Institute Molecular Screening Center.
GPR151 activ: activators of human GPR151; 650,000 tested, 1% active; AID 1508602; Q8TDV0; PathHunter beta-arrestin GPR151 cells, luminescence; activation, % at 11.2 µM; in the data active means activation above about 4.9%;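 further: 0% = median of compound wells and 100% = cells with positive control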
Target sequence (Q8TDV0 whole entry, looked up): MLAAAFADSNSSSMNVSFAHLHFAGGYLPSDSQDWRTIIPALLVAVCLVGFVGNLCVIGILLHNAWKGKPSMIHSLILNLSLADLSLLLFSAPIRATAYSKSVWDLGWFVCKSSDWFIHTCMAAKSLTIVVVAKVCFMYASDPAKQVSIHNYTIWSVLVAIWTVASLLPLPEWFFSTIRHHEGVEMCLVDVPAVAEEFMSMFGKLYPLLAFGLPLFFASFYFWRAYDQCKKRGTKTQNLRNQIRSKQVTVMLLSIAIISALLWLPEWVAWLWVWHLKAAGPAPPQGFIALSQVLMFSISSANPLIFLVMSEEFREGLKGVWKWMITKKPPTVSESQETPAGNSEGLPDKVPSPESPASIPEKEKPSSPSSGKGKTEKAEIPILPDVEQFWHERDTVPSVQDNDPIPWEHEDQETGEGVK
MITF inh: inhibitors of human MITF; 650,000 tested, 0.91% active; AlphaScreen MITF homodimerization, bead proximity signal; O75030; inhibition, % at 2.6 µM; AID 1259374; in the data active means inhibition above about 50%;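 further: 0% = vehicle wells with protein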
Target sequence (O75030 whole entry, looked up): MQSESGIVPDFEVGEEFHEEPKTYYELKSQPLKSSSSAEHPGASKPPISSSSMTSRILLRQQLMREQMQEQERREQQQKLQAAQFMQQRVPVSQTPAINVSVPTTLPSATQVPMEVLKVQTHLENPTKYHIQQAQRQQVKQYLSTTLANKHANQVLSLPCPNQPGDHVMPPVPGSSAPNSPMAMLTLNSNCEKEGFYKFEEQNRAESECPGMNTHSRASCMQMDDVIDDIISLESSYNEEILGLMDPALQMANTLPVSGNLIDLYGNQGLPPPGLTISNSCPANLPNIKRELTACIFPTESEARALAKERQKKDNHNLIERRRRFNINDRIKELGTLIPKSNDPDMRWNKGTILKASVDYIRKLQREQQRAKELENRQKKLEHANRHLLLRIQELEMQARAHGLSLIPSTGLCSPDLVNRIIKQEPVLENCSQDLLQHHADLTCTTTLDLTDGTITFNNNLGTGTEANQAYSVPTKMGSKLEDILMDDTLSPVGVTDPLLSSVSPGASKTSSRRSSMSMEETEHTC
TEAD-YAP inh: TEAD-YAP interaction inhibition | HEK-TIYL cells, TEAD-Gal4/YAP UAS-luciferase luminescence | inhibition, % at 9.12 µM | 640,000 tested, 1.4% active | AID 1259422; in the data active means inhibition above about 32%;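 further: 0% = median of test compound wells and 100% = reference inhibitor wells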
FBW7 activator: activators of human E3 ligase FBW7. Q969H0. AlphaScreen FBW7–phospho-cyclin E peptide binding, activator screen. normalized activity (activation), % at 26.1 µM. 650,000 tested, 0.13% active. AID 1259310; in the data active means normalized activity above about 1.9%;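 further: purified mutant Fbw7 with reduced substrate affinity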
An asterisk follows results filed as active.

Each structure is followed by: GPR151 activ	MITF inh	TEAD-YAP inh	FBW7 activator
COc1cc(-c2cc(N)n(S(=O)(=O)c3cccc4nsnc34)n2)cc(OC)c1OC
    4.0	-3	-12	-0.2
CCCNc1ccc2ncc(-c3cccc(C(C)=O)c3)n2n1
    0.1	-16	34*	0.1
CC(=O)Nc1sc2c(c1C(c1cccnc1)N1CCCC1)CCCC2 (configuration not stated)
    1.6	0	-46	-0.2
Cc1ccccc1CSc1nc2c(sc(=S)n2Cc2ccco2)c(=O)n1-c1ccccc1
    0.8	9	10	0.1
COc1cccc(C(=O)NNS(=O)(=O)c2ccccc2)c1
    -0.2	-3	2	0.0
C/C(CC(=O)Nc1cccc(C(F)(F)F)c1)=N\NC(=O)c1ccccc1C
    0.9	-6	-7	0.3
O=C(CSc1nc2ccc(NC(=O)C3CCCCC3)cc2s1)NC1CC1
    0.5	5	-32	0.0
COc1ccc(C)cc1NC(=O)Nc1ccccc1
    -1.0	-1	3	0.1
CC(C)N(CCNC(=O)c1cccc(-c2cccc(N)c2)n1)C(C)C
    -1.7	5	8	0.1
CCOC(=O)C1(Cc2ccc(OC)cc2)CCN(C(=O)c2ccccc2OC)CC1
    -0.3	5	3	-0.1
COc1ccc(N2CCN(C(=O)c3cccn4c(=O)c5c(C)c(C)sc5nc34)CC2)cc1
    1.4	3	1	0.0
CC(C)c1cc(C(=O)NC2CCCCC2)no1
    -1.5	-7	-54	0.0
COc1ccc(CCNc2cc(-c3c(C)noc3C)nc(N)n2)cc1
    0.2	14	-5	0.0
CCC(C)OC(=O)CSc1ncnc2sc3c(c12)CCC(C)C3 (configuration not stated)
    1.0	-5	5	-0.1
COc1ccc(-c2cc(C(F)(F)F)n3nc(C(=O)O)nc3n2)cc1
    -0.9	3	-4	0.6
CC1=NN(c2ccc(Cl)c(C(=O)O)c2)C(=O)/C1=C/c1cccc(OC(=O)c2cccs2)c1
    1.4	-7	-7	-0.6
NS(=O)(=O)c1ccc(NC(=S)NC(=O)C2CCCC2)cc1
    -2.0	9	1	0.8
CC(C)(C)OC(=O)C(C)(C(=O)OC(C)(C)C)c1nc(Cl)nc(N(c2ccccc2)c2ccccc2)n1
    0.3	0	8	-0.1
COc1ccccc1NC(=O)Cn1cc(C(C)=O)c2ccccc21
    -0.7	-8	37*	0.3
O=C(CCCC(=O)Nc1ccc(Br)cc1)N/N=C/c1ccccc1
    -1.1	-10	-9	0.6

The list goes on, starting with the last 3 of the part before.
Each structure is followed by: GPR151 activ	MITF inh	TEAD-YAP inh	FBW7 activator
CC(C)(C)OC(=O)C(C)(C(=O)OC(C)(C)C)c1nc(Cl)nc(N(c2ccccc2)c2ccccc2)n1
    0.3	0	8	-0.1
COc1ccccc1NC(=O)Cn1cc(C(C)=O)c2ccccc21
    -0.7	-8	37*	0.3
O=C(CCCC(=O)Nc1ccc(Br)cc1)N/N=C/c1ccccc1
    -1.1	-10	-9	0.6
CCOc1ccc(-n2nc3ccc(NC(=O)c4cc(Br)ccc4Cl)cc3n2)cc1
    -0.3	-2	-1	-0.1
O=C(Nc1ccncc1)NC1CC(=O)N(c2ccc(Cl)cc2)C1 (configuration not stated)
    2.3	5	3	0.1
CCOC(=O)c1sc(NC(=O)COC(=O)c2cc(C)nc3ccccc23)nc1C
    1.5	11	4	0.2
CS(=O)(=O)c1ccc2nc(NC(=O)C(F)(F)F)sc2c1
    -0.6	4	0	-0.3
CC1(C)Cc2c(C#N)c(N)sc(=S)c2CS1
    0.1	11	10	-0.7
O=C(OC12CC3CC(CC(C3)C1)C2)c1cccc([N+](=O)[O-])c1
    3.8	-30	8	0.1
CSc1cccc(NC(=O)C2CC(=O)N(c3ccccc3)C2)c1 (configuration not stated)
    -1.5	21	-2	0.4
COc1ccc(C(=O)N/C(=C/c2ccc([N+](=O)[O-])cc2)C(=O)NC2CCCCC2)c(Cl)c1
    -0.3	11	-7	0.0
CCOC(=O)c1[nH]c(C)c(CN(C(=O)C(C)C)c2ccc(F)cc2)c1C
    0.3	12	-9	0.9
COc1cccc(-c2cn3c(NC(=O)CC4CC4)cnc3cn2)c1
    -0.1	10	8	-0.3
O=C(COc1ccccc1Br)Nc1cccnc1
    -0.7	16	-46	-0.5
O=C(Cn1nnnc1CN1CCCCCC1)N1CCSCC1
    0.3	-11	-5	-0.1
Cc1cccc(N2CCN(C(=O)c3ccc4nc(N5CCOCC5)sc4c3)CC2C)c1 (configuration not stated)
    -0.1	3	-8	0.0
CS(=O)(=O)c1cccc(N2CCN(Cc3c(F)cc(F)cc3F)C2=O)c1
    -0.8	-3	-4	-0.2
Cc1cc(C(=O)N2CCCC(c3nnc(-c4ccc5c(c4)OCO5)o3)C2)c(C)o1 (configuration not stated)
    -1.3	25	5	0.3
O=C(OCc1ccccc1)C(=O)OCc1ccccc1
    0.5	-1	3	-0.1
COc1ccc(NC(=O)C(C)N(c2ccccc2)S(C)(=O)=O)cc1OC (configuration not stated)
    0.2	0	-8	-0.2
CN(C(=O)CN1C(=O)c2ccc([N+](=O)[O-])cc2C1=O)C1CCCCC1
    -0.9	20	2	0.5
Cc1sc2nc(SCc3cccnc3)nc(N)c2c1C
    -0.8	3	9	0.0
CC(C)(C)OC(=O)N1CCC[C@H]1C(=O)NCc1ccccc1
    3.2	3	4	0.0

Only TEAD-YAP inh and FBW7 activator, for three of the compounds above:
Molecule	TEAD-YAP inh	FBW7 activator
CS(=O)(=O)c1ccc2nc(NC(=O)C(F)(F)F)sc2c1	0	-0.3
CC1(C)Cc2c(C#N)c(N)sc(=S)c2CS1	10	-0.7
O=C(OC12CC3CC(CC(C3)C1)C2)c1cccc([N+](=O)[O-])c1	8	0.1

(cont.)
Each structure is followed by: GPR151 activ	MITF inh	TEAD-YAP inh	FBW7 activator
Cc1oc(C)c(S(=O)(=O)N(C)C)c1C(=O)NCCc1c[nH]c2ccccc12
    -0.5	0	4	0.0
COc1ccccc1N1CCN(C(=O)c2sc3ncn(CC(=O)N4CCC(C)CC4)c(=O)c3c2C)CC1
    0.4	8	5	0.1
CCN(CC(=O)NCc1ccc(F)cc1)C(=O)COc1ccc(C(=O)c2ccccc2)cc1
    1.0	-2	18	0.2
COc1ccccc1C(=O)N/N=C/c1ccc2c(c1)OCO2
    -0.7	5	-35	0.0
O=C(Nc1sccc1C(=O)N1CCOCC1)c1cc2ccccc2oc1=O
    0.9	-3	8	0.0
O=C(CC1Nc2ccccc2NC1=O)NCC1COc2ccccc2O1 (configuration not stated)
    0.9	-3	5	0.0
Cc1nc(N2CCN(c3ccccn3)CC2)c2c(C)c(C(=O)Nc3cc(Sc4ccc(F)cc4)cc([N+](=O)[O-])c3)sc2n1
    -0.3	-4	-4	0.5
COc1cc(/C=C2/C(=N)N3OC(C)=CC3=NC2=O)ccc1OC(=O)c1ccccc1F
    0.0	5	18	0.0
CN(CC(=O)NCc1ccncc1)S(=O)(=O)c1ccc(Cl)cc1
    -1.1	17	-5	0.7
c1ccc(OCCNc2nc(N3CCN(c4ccccn4)CC3)nc3nc[nH]c23)cc1
    -0.3	-8	-5	0.0
CCOc1ccc(N2C(=O)CC(N(C)Cc3ccccc3)C2=O)cc1 (configuration not stated)
    2.1	10	3	-0.1
O=C(NCc1ccco1)C(=O)NCC(O)c1ccccc1 (configuration not stated)
    0.5	3	3	-0.1
Cc1ccccc1N1CC(C(=O)Nc2nnc(SCCN3CCOCC3)s2)CC1=O (configuration not stated)
    0.6	-8	-13	0.0
O=C(Cn1ncc2c1-c1ccccc1OC2)Nc1ccc(F)cc1F
    -0.8	5	2	-0.1
COc1cc(-c2cccnc2)cc2c1OCCN(S(=O)(=O)c1ccc(Cl)cc1)C2
    -1.5	-16	-15	0.0
COc1cc(C(=O)NC(c2ccc(Cl)cc2)c2c(O)ccc3ccccc23)cc(OC)c1OC (configuration not stated)
    -0.7	7	8	-0.1
O=C(NCc1ccco1)C1C2C=CC3(CN(Cc4cccnc4)C(=O)C13)O2 (configuration not stated)
    -0.7	8	-2	0.0
COc1ccc(-c2cc3ccc(OC(=O)c4ccco4)cc3oc2=O)cc1
    -0.8	1	9	0.0
C=CC[C@@H]1CC=C[C@@H](c2ccccc2)N1C(=O)CSc1ccc2nnc(C)n2n1
    3.5	10	-5	0.1
Cc1cc(C)n(-c2nnc(C)n2/N=C/c2ccccc2OCC(=O)O)n1
    -1.0	0	-9	0.1

More entries follow.
mol,GPR151 activ,MITF inh,TEAD-YAP inh,FBW7 activator
CCN(CC)S(=O)(=O)c1ccc(N=Nc2sc(N)nc2C)cc1,-2.7,-4,-3,-0.2
Cc1ccccc1NS(=O)(=O)c1ccc2c(c1)oc(=O)n2C,2.2,0,5,0.0
CCOC(=O)c1c(NC(=O)/C=C/c2ccc(C(C)C)cc2)sc2c1CCC2,0.9,10,4,0.0
COc1cccc(C(=O)Nc2cc3cc(OC)ccc3oc2=O)c1,-0.5,15,3,0.3
CCCC(c1nnnn1CCOC)N(CCO)Cc1cc2ccc(C)c(C)c2[nH]c1=O (configuration not stated),-0.1,1,5,0.1
CCc1ccc(C(=O)N2CCN3C(=O)[C@@H](C)NC(=O)[C@H]3C2)cc1,1.5,5,-6,-0.5
COc1ccc(Cl)cc1NC(=S)N(Cc1ccc(Cl)cc1)Cc1ccc(C(=O)O)cc1,-0.1,3,12,-0.1
Cc1ccccc1Nc1nc(N)nc(COC(=O)c2ccc3ncsc3c2)n1,0.8,3,-9,0.1
CCOc1ccc(NC(=O)CC(C)S(=O)(=O)c2ccc3c(c2)SCC(=O)N3)cc1 (configuration not stated),-0.6,14,10,0.1
CN1CCc2nc3ccccc3c(C(=O)OCc3ccc(C#N)cc3)c2C1,-0.2,23,-15,0.0
C=CCn1c(SCC(=O)Nc2c(C)cccc2CC)nnc1-c1cccc(OC)c1,-0.5,6,3,0.0
C/C(=N\N=C(N)N)c1ccc(C2CCCCC2)cc1,1.1,-4,8,-0.2
Cc1nc2nc[nH]n2c(=O)c1NS(=O)(=O)c1cccs1,0.0,4,0,-0.1
CCOC(=O)N1CCC(N(CCN(C)C)C(=S)Nc2cccc(C)c2)CC1,0.1,5,1,0.1
CN1C(=O)CS/C1=C\C(=O)c1cccs1,-0.3,-1,-5,0.1
O=C(Cn1nc(-c2ccccc2)c2ccccc2c1=O)NCc1ccccn1,-1.7,21,-2,0.3
COc1cc([N+](=O)[O-])cc(CN2CCN(CCO)CC2)c1O,-0.9,-4,-10,0.0
CCOCCCN1C(=O)C2C(C(=O)Nc3ccc(C(C)C)cc3)C3C=CC2(O3)C1C(=O)NC1CCCC(C)C1C (configuration not stated),-0.1,-22,-2,0.1
CCOC(=O)C(C)Sc1nnc(CNC(=O)C23CC4CC(CC(C4)C2)C3)n1-c1ccccc1OC (configuration not stated),2.3,-8,2,0.1
CC(=O)C1=C(C)Nc2nnnn2C1c1ccccc1F (configuration not stated),-0.4,23,8,0.4
COc1ccc(CN2C[C@@H]3C[C@@H](c4cccc(O)c4)N4CCC[C@@]34C2=O)cc1,0.3,-8,-10,-0.1
COc1ccccc1CNC(=O)CSc1nc2[nH]ncc2c(=O)n1-c1cccc(C(F)(F)F)c1,0.4,5,3,0.3
C=CCn1c(=O)/c(=C/c2ccc3c(c2)OCO3)s/c1=C(/C#N)C(=O)C(C)(C)C,-1.9,18,1,0.0
C=CCNC(=S)N/N=C/c1ccc(C)cc1C,-0.1,-2,8,-0.1
Cc1ccc(N2CC(CNS(=O)(=O)c3ccccc3)CC2=O)cc1 (configuration not stated),1.5,-4,-27,0.0
Cc1ccccc1CN1CCNC(=O)C1CC(=O)N1CCC(C(=O)N2CCCC2)CC1 (configuration not stated),2.0,-1,1,-0.1
CSc1nnc(C2CCN(C(=O)N3CCCC3)CC2)n1C,-1.4,-1,-10,0.1
CC1=C(c2ccccc2)c2cc(Br)ccc2NC1Nc1ccc(Br)cc1C(=O)c1ccccc1 (configuration not stated),-0.8,-10,6,-0.1
Cc1cccc(NC(=O)CSc2ncn[nH]2)c1,-0.5,7,14,0.0
O=S(=O)(c1ccccc1)N1CCc2ccccc2C1,2.0,-2,2,-0.1
COc1ccc(-c2nccc(Nc3ccc(N4CCOCC4)cc3)n2)cc1,-0.5,11,-8,0.6
COc1cccc(/C=C2\N=C(c3cccc(I)c3)OC2=O)c1OC,0.6,13,5,0.4
COc1ccc(N2CCN(CCCNC(=O)Nc3cccc(C)c3C)CC2)cc1,0.7,1,1,-0.3
CC1=C(C(=O)OC2CCCCC2)C(c2ccccc2Cl)C2=C(CC(c3ccccc3)CC2=O)N1 (configuration not stated),1.6,-5,3,-0.1
CCSCCOC(=O)C1=C(C)NC2=C(C(=O)CC(C)(C)C2)C1c1ccccc1Br (configuration not stated),0.4,-12,6,0.3
CS(=O)(=O)N(CC(=O)NC1CCCCC1)c1cccc(F)c1,0.8,-1,3,0.2
CCC(NS(=O)(=O)c1ccc(C)cc1)C(=O)NC1CCCC(C)C1C (configuration not stated),1.3,6,11,-0.1
